Screens: PubChem BioAssay, National Center for Advancing Translational Sciences (NCATS)
NPC1 promoter act: activates the NPC1 promoter. 320,000 tested, 2.4% active. Potency, µM (top dose mostly 9.22 µM), for the others: top-dose activation, most hits filed as activators. Huh7 NPC1 promoter luciferase reporter, 24 h;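 further: % of control where 0% means no effect; nearly all actives have a fitted effect of over 60% in size; reporter is driven by a mutant NPC1 promoter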
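Quantitative HTS used a cell-based reporter: Huh7 cells stably bearing the NPC1 promoter upstream of luciferase were treated with compounds for 24 h, and promoter activation was read as luminescence.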
uPA surface inh: blocks generation of uPA at the cell surface. 330,000 tested, 0.31% active. Potency, µM (top dose mostly 38.3 µM), for inactives: top-dose activity change, negative = inhibition, usual class: inhibitors. cell surface uPA generation assay, qHTS; active means well fitted inhibition curve with a large enough effect; inconclusive means small, poorly fitted or top-dose-only effect; inactive means no such curve, though single readings can be large or run the other way; tested in mouse RAW 264.7 cells; further: on the % scale 0 is the no-effect control and ±100 the full control effect; nearly all actives have a fitted effect of over 55% in size
RORg inh: inhibitors of mouse ROR gamma transcriptional activity; Potency, µM (top dose mostly 53.6 µM), for the others: top-dose activity change, negative = inhibition, actives largely listed as inhibitors; P51450; 310,000 tested, 5.4% active; Drosophila S2 Gal4-RORgamma UAS-luciferase reporter, 20 h; further: on the % scale 0 is the no-effect control and ±100 the full control effect; nearly all actives have a fitted effect of over 60% in size
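A Gal4/UAS one-hybrid system in insect cells: metallothionein-promoter Gal4–ROR gamma fusion plus Photinus luciferase reporter. Copper sulfate 700 uM final, 20 hr ambient incubation, luminescent detection after 10 min with reagent.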
ELG1 genotoxic: inducers of genotoxicity in HEK293T ELG1-luciferase cells. HEK293T ELG1-luciferase reporter, luminescence, 16 h. Potency, µM (highest dose often 46 µM), inactives show top-dose activity change, positive = activation, most hits filed as activators. 330,000 tested, 1.3% active; further: % of control where 0% means no effect; nearly all actives have a fitted effect of over 60% in size
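Genotoxic stress is detected as increased luminescence from luciferase-tagged ELG1 in HEK293T cells, measured with ONE-Glo after a 16 hr treatment at 37 °C.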
Rab9 promoter act: activators of Rab9 promoter; 320,000 tested, 2.8% active; Potency, µM (doses to about 9.22 µM), without a hit: top-dose activation, negative = inhibition, most hits filed as activators; AID 485297; Huh7 Rab9 promoter-luciferase reporter, luminescence, 24 h; further: % of control where 0% means no effect; nearly all actives have a fitted effect of over 60% in size
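Huh7 reporter line, Rab9 promoter upstream of luciferase. Compound exposure 24 h at 37 °C in reduced-serum medium with 10% FBS. Read-out: luminescence.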
BRCA1 expr up: increases BRCA1 expression | MCF7-BRCA1-FFLuc reporter, luminescence, 48 h; response scale: scaled: vehicle 0%, 10 µM genistein 100% | Potency, µM (series often up to 46.1 µM), for inactives: top-dose activation, most hits filed as activators | 380,000 tested, 1.1% active; further: nearly all actives have a fitted effect of over 80% in size; some results filed as inactive show a strong effect at the top dose
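First, MCF7-BRCA1-FFLuc cells (2000/well) attach for 2 h; next, compounds are pin-added and incubated 48 h at 37 °C; finally, luciferase reagent is added and luminescence read after 15 min.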
FLuc counter: counter-screen for miR-21 project: firefly luciferase inhibitors or activators; 360,000 tested, 6.9% active; AID 588342; Potency, µM (series often up to 57.5 µM), for the others: at the highest dose activity change, negative = inhibition, usual class: inhibitors; P08659; purified FLuc, Km substrates, luminescence inhibition;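 further: plate controls were vehicle for no effect and reference inhibitor for full effect; nearly all actives have a fitted effect of over 55% in size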
Target sequence (P08659 whole entry, looked up): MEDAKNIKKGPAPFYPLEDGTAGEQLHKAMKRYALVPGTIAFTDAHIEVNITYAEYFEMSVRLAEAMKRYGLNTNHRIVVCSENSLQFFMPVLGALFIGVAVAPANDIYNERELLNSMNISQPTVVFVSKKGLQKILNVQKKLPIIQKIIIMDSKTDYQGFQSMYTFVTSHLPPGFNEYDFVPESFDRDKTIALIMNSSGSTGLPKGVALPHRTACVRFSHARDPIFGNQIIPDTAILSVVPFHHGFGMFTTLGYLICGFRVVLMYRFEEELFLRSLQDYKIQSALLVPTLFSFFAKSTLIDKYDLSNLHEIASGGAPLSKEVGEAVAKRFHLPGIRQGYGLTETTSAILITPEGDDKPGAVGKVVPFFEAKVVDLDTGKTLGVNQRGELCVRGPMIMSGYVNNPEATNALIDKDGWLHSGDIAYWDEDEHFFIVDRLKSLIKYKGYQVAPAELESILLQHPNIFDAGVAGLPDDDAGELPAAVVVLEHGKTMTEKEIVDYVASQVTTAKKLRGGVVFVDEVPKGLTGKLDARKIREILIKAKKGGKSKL
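Purified P. pyralis luciferase (10nM final) with 10uM D-luciferin and 10uM ATP (Km levels) in 50mM Tris acetate pH 7.5, 10mM Mg acetate, 0.01% Tween-20, 0.05% BSA; qHTS 6-point titration, ~60 µM downward; luminescence read.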
MLL CXXC-DNA inh: MLL CXXC-DNA interaction inhibition; Q03164; MLL-CXXC / FITC-HOXA9 DNA fluorescence polarization; Potency, µM (series often up to 115 µM), without a hit: at the highest dose activity change, negative = inhibition, hits mostly inhibitors; 290,000 tested, 0.037% active; active means well fitted inhibition curve with a large enough effect in the polarisation, with a control signal flat, not every such curve was filed as active; inconclusive means small, poorly fitted or top-dose-only effect, or effect the other way, or a change in a side signal; inactive means no such curve, though single readings can be large or run the other way; the % refers to the polarisation
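Purified MLL-CXXC (added from a 7 uM solution) was preincubated 5 min at ambient with pinned compounds in 50 mM Tris-HCl pH 7.5, 50 mM NaCl, 1 mM DTT, 0.05% BSA. Fluorescein-labeled HOX-A9 DNA (50 nM solution) followed, 30 min, then polarization read.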
Gal4-VP16 FLuc: counter-screen for ROR gamma inhibitors: Gal4-VP16 reporter | Potency, µM (top dose mostly 53.6 µM), for inactives: at the top dose activity, negative = inhibition, usual class: inhibitors | AID 2546 | Drosophila S2 Gal4-VP16 UAS-luciferase, luminescence, 20 h | 310,000 tested, 3.5% active;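 further: Gal4-VP16 expression switched on by copper sulfate through the metallothionein promoter; on the % scale 0 is the no-effect control and ±100 the full control effect; nearly all actives have a fitted effect of over 50% in size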
MBNL1-CUG inh: blocks human MBNL1 binding to CUG repeat RNA; Potency, µM (top dose mostly 57.5 µM), without a hit: at the top dose activity change, negative = inhibition, actives largely listed as inhibitors; AID 2675; TR-FRET MBNL1-His/biotin-(CUG)12 binding, 665/545 ratio; 280,000 tested, 0.036% active; Q9NR56; active means well fitted inhibition curve with a large enough effect in the signal ratio, with a control signal flat, not every such curve was filed as active; inconclusive means small, poorly fitted or top-dose-only effect, or effect the other way, or a change in a side signal; inactive means no such curve, though single readings can be large or run the other way; the % refers to the signal ratio; further: on the % scale 0 is the no-effect control and ±100 the full control effect
Target sequence (Q9NR56 whole entry, looked up): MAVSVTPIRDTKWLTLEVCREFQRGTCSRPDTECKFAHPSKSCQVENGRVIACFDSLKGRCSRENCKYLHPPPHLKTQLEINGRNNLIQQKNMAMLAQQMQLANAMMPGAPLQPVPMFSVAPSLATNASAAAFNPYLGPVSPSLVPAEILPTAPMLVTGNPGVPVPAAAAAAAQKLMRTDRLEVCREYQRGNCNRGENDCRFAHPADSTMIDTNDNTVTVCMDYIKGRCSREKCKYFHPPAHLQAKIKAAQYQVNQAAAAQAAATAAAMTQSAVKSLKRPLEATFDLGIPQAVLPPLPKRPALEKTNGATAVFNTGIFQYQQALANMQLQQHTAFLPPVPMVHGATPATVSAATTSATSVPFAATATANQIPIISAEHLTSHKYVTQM
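Compound titration spanned 92 nM–58 uM against the MBNL1-His/biotin-(CUG)12 complex. After 60 min at room temperature with 5 nM streptavidin-XL665 and 0.055 ng/ul terbium anti-His, ratiometric 665/545 nm emission (Ex 340 nm) normalized to controls.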
p53 reactivator: mutant p53 re-activation in reporter cells; 320,000 tested, 0.063% active; H1299 p53-A138V BP100-luciferase reporter, luminescence, 24 h; Potency, µM (top dose mostly 92.2 µM), without a hit: at the top dose activity change, positive = activation, actives largely listed as activators; further: % of control where 0% means no effect; nearly all actives have a fitted effect of over 45% in size
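p53-null H1299 cells stably carrying temperature-sensitive p53-A138V and a BP100-luciferase reporter were pinned with compounds (4-point, 1:5 series) and held 24 hrs at 37 deg C. Luminescence was read 10 min after detection reagent.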
* = called active by the depositor; ? = inconclusive; · = no result given; [ ] = another dose, or the depositor's remark. Unless noted, the call rests on the fitted dose curve; in most records, active means well fitted curve in the direction sought with a large enough effect; inconclusive means small, poorly fitted or top-dose-only effect, or another doubt; inactive means no such curve, though single readings can be large; an effect the other way counts as inactive or inconclusive. Potency means the concentration at half of the fitted maximal effect. Only part of the results is shown; the hit share may differ from the screen's.

Molecule,NPC1 promoter act,uPA surface inh,RORg inh,ELG1 genotoxic,Rab9 promoter act,BRCA1 expr up,FLuc counter,MLL CXXC-DNA inh,Gal4-VP16 FLuc,MBNL1-CUG inh,p53 reactivator
CCn1c(CNC(=O)c2cccnc2)cc2ccccc21,0.9%,-2.2%,23.8%,-5.7%,11.9%,-10.3%,-0.2%,-0.3%,1.8%,3.4%,·
CN(C)c1cc[n+](CC(=O)Nc2ccc(Oc3ccccc3)cc2)cc1,-19.9%,-3.5%,34.0%,-13.8%,-8.2%,-52.5%,-1.3%,22.8%,1.8%,·,0.3%
CSc1nsc(NC(=O)OCc2ccc(Cl)cc2)n1,1.6%,1.4%,?,-1.9%,-0.3%,-1.9%,23.9µM*,-14.4%,?,-11.6%,-14.2%
N#Cc1c(-c2ccccc2)ccnc1Oc1ccccc1,28.5%,-1.9%,20.7%,10.9%,24.1%,?,?,-10.4%,-10.9%,4.6%,13.2%
O=C(c1ccc2snnc2c1)N1CCCC1,-2.7%,-3.0%,15.4%,-0.8%,6.7%,0.3%,3.3%,1.9%,3.2%,-2.7%,-2.7%
CC(C)OC(=O)CN1C(=O)C(C)(C)Oc2ccc(C(=O)NC(C)(C)C)cc21,1.0%,-1.6%,22.4%,-0.3%,9.8%,0.6%,0.6%,-2.1%,5.6%,2.5%,-3.8%
O=C(Nc1ccc(OC(F)(F)F)cc1)c1ccc2nccnc2c1,8.7%,-4.8%,44.5%,2.2%,2.7%,75.1%,?,-10.5%,-3.5%,?,6.8%
CN(C)c1nc(N(C)C)nc(N2CCCCC2)n1,2.0%,3.8%,18.4%,-2.3%,4.9%,1.5%[1.84 µM],8.7%,5.1%,-7.7%,-2.1%,5.4%
Cc1ccc(Nc2c(-c3ccccn3)nc3ccc(C)cn23)cc1,-10.7%,6.31µM*,12.6µM*,2.9%,-13.5%,-83.4%,-13.6%,?,?,49.6%[activator],?
Brc1ccc2oc(-c3ccn[nH]3)cc2c1,2.24µM*,-1.6%,-24.7%,?,2.51µM*,?,3.01µM*,-4.2%,5.2%,-14.0%,?
COc1ccc(OC(=O)COc2ccc(C)cc2)cc1,15.3%,-8.8%,-18.2%,5.3%,-0.8%,2.9%,?,0.5%,-4.4%,-7.5%,0.6%
Cc1ccc(Nc2nc(N/N=C\c3ccc4c(c3)OCO4)nc(N3CCOCC3)n2)cc1,0.7%,-3.8%,8.91µM*,-12.3%,0.0%,-70.8%,-4.3%,30.1%[activator],-17.6%,·,3.2%
COc1cccc(-c2csc(N3CCN(CC(=O)NNC(=O)c4ccco4)CC3)n2)c1,-2.6%,12.5%,20.0%,-3.8%,-10.6%,0.8%,-19.9%,-2.2%,3.6%,2.8%,-2.8%
CC(C)CNC(=S)N1CCC(NC(=O)c2ccco2)CC1,-2.7%,4.8%,-10.4%,10.7%,-4.1%,0.0%,-3.9%,-2.2%,-7.1%[10 µM],1.5%,-2.1%
COc1ccc(CNC(=O)c2ccc3c(c2)N(C)C(=O)CS3=O)cc1 (configuration not stated),-3.5%,6.9%,-17.1%,-4.3%,-1.6%,-18.1%,-2.0%,-4.8%,1.0%,14.8%,-2.1%
CCc1ccc(-c2csc(NC(=O)C3=COCCO3)n2)cc1,0.891µM*,7.7%,·,?,0.794µM*,?,8.49µM*,·,·,·,?
O=C1C2CCCCC2C(=O)N1Cc1ccccc1 (configuration not stated),-3.2%,7.9%,-9.0%,-0.4%,-4.5%,-10.4%,1.8%,3.5%,6.1%,-0.5%,-1.6%
C=CCNC(=S)/C(=C(/[O-])c1ccccc1Br)[n+]1ccccc1,0.8%,-0.1%,-18.5%,-0.9%,1.9%,2.5%,-1.2%,8.0%,3.1%,0.8%,-2.6%
O=C(COC(=O)COc1cccc(C(F)(F)F)c1)Nc1ccc(N2CCOCC2)cc1,-2.8%,5.9%,·,-2.9%,2.7%,-5.5%,-0.3%,·,·,·,6.4%
O=C(NCCCO)/C(=C\C=C\c1ccccc1)NC(=O)c1ccccc1Cl,0.8%,-2.0%,-7.0%,-5.7%,2.6%,3.1%,?,3.2%,-15.9%,·,-0.9%
COc1cccc(NC(=O)CSc2nc3ccccc3c(=O)n2CCCC(=O)N2CCCC2)c1,-1.4%,4.4%,27.8%,-4.6%,3.3%,-3.3%,4.8%,3.7%,-5.6%,-3.9%,19.5%
C/C(CCc1oc2ccccc2c1-c1ccc(C)o1)=N/O,-0.8%,1.6%,-1.4%,-7.4%,2.5%,-41.8%,-3.5%,-2.5%,-0.9%,15.6%,-4.1%
COc1cccc(/C=N\NC(=O)C2=NNC(=O)C2C)c1O (configuration not stated),2.0%,-6.0%,?,1.9%,2.0%,-2.9%,6.01µM*,4.0%,?,28.8%,?
CCc1cc(=O)oc2c3c(cc(OCC(=O)NCCCn4ccnc4)c12)OC(C)(C)CC3,-2.2%,-13.5%,-3.8%,9.8%,-12.4%,-35.6%,-10.0%,1.9%,0.3%,0.3%,·
CCC1NC(=O)c2cc(S(N)(=O)=O)c(Cl)cc2N1 (configuration not stated),-4.9%,1.1%,·,-2.5%,-0.9%,9.3%,-0.8%,·,·,·,-6.1%
CCOC(=O)c1sc(NC(=O)CSc2nc3ccccc3s2)c(C(=O)OCC)c1C,4.5%,·,-9.4%,6.3%,-0.4%,·,0.8%,3.0%,-13.3%,·,12.8%
CC(C)C(C)(C#N)NC(=O)CSc1nc2scc(-c3ccccc3)c2c(=O)[nH]1 (configuration not stated),0.7%,-5.7%,18.4%,-1.0%,-9.3%,-22.1%,0.6%,-1.4%,-3.3%,6.5%,-4.4%
CC(=O)NCc1ccc(-c2csc(N)n2)s1,22.2%,0.4%,2.4%,0.5%,0.1%,10.1%,-8.0%,0.2%,0.3%,?,3.3%
Cc1ccc(C)n1CCN1CCN(C(=O)CC#N)CC1,5.0%,3.5%,-4.8%,13.3%,-1.1%,3.7%,0.3%,16.9%,12.7%,·,6.7%
Cc1ccc(C(=O)N2CCCC(N(C)Cc3ccccc3)C2)s1 (configuration not stated),-0.5%,3.9%,-18.2%,-1.5%,-3.4%,4.8%,1.1%,14.7%,-1.4%,1.5%,7.5%
Cc1c(C(=O)Nc2cccc(S(=O)(=O)N3CCCC3)c2)oc2ccccc12,-0.8%,4.2%,2.4%,-6.2%,-1.1%,-18.7%,?,3.9%,1.4%,8.6%,-7.2%
CN1CCN(C(=O)c2ccccc2NC(=O)c2ccc(C(C)(C)C)cc2)CC1,0.3%,-1.1%,-7.2%,2.4%,-6.8%,-0.1%,?,-2.1%,-3.5%,-5.8%,27.9%
Cn1nc(C(=O)NCc2cccc(F)c2)cc1C(=O)NCc1cccc(F)c1,-2.9%,-20.5%,·,-1.9%,-10.0%,-18.6%,1.0%,·,·,·,-1.7%
COc1cccc(C2CC(c3ccccc3)n3ncnc3N2)c1 (configuration not stated),-2.1%,4.1%,?,-2.7%,-6.7%,-10.8%,8.5%,1.2%,-6.9%,5.8%,-8.2%
COc1ccc(OC)c(C(=O)CSc2nnnn2C)c1,18.4%,·,0.4%,-2.2%,5.4%,0.8%,-0.9%,-3.7%,-5.9%,7.3%,3.6%
COc1ccc(CCNc2ncnc3sc(C)cc23)cc1OC,-31.4%[inhibitor],-8.2%,?,-10.5%,-37.7%[inhibitor],-55.4%,-16.5%,-7.7%,0.398µM*,2.1%,0.9%
O=C(N=c1ccn(-c2nc3ccccc3nc2NS(=O)(=O)c2ccc(Cl)cc2)cc1)c1cccs1,-2.6%,5.6%,0.0%,3.4%,-2.2%,0.9%,0.9%,?,-0.9%,?,5.7%
COc1ccc(C2=NOC(C(=O)Nc3cc(C)nn3-c3ccccc3)C2)cc1OC (configuration not stated),0.3%,-3.7%,6.3%,9.0%,-9.1%,2.6%,2.3%,1.3%,0.8%,-15.7%,-3.1%
Cc1ccccc1-c1nc(S(=O)(=O)c2ccc(Br)cc2)c(NCc2cccnc2)o1,-1.5%,·,-0.1%,-27.7%,-3.3%,-32.4%,1.8%,8.0%,-7.3%,3.1%,-3.2%
